Screening data: PubChem BioAssay, National Center for Advancing Translational Sciences (NCATS)
KCNH2 3.1 block: blocks the human KCNH2 3.1 channel isoform | AID 720553 | activity change, % (tested at about 1.8 µM) | U2OS KCNH2 3.1, thallium flux FluxOr; stronger effect = lower value | hit rate 0.95% among 340,000;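 active means maximum activity change below -70%; inconclusive means maximum activity change from -70% to -50%; inactive means maximum activity change above -50%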;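 further: thallium influx rate constant from kinetic fluorescence after stimulation buffer; on the % scale 0 is the no-effect control and ±100 the full control effect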
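We transduce U2OS cells with the mutant 3.1 virus, culture them overnight, load FluxOr with Red40 quencher for 45 min, then add stimulation buffer and read kinetically for 2 min to derive a normalized rate constant.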
Mito fusion act: inhibitors of mitochondrial division or activators of mitochondrial fusion | S. cerevisiae fusion-defective mutant growth rescue, CellTiterGlo 48 h | Potency, µM (top dose mostly 46.1 µM), for inactives: top-dose growth rescue (activation), actives largely listed as activators | hit rate 0.23% among 320,000 | AID 485298;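 further: potency means the concentration at half of the fitted maximal effect; % of control where 0% means no effect; nearly all actives have a fitted effect of over 45% in size; temperature-sensitive fusion mutants such as fzo1-1 at 37 °C on non-fermentable ethanol glycerol medium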
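Luminescent cell viability in 1536-well qHTS format served as the measure of rescued growth in ts fusion-mutant S. cerevisiae cultured on non-fermentable YPEG for 48 hours at 37C.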
FLuc counter: firefly luciferase modulation, counter-screen for miR-21 project; P08659; purified FLuc, Km substrates, luminescence inhibition; Potency, µM (top dose mostly 57.5 µM), inactives show at the highest dose activity change, negative = inhibition, most hits filed as inhibitors; hit rate 6.9% among 360,000; AID 588342;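 further: potency means the concentration at half of the fitted maximal effect; plate controls were vehicle for no effect and reference inhibitor for full effect; nearly all actives have a fitted effect of over 55% in size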
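Purified P. pyralis luciferase, 10 nM final, with Km-level 10 uM D-luciferin and 10 uM ATP in 50 mM Tris acetate pH 7.5, 10 mM Mg acetate, 0.01% Tween-20, 0.05% BSA; 6-point qHTS titration about 60 µM downward; luminescence read.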
RORg inh: blocks mouse ROR gamma transcriptional activity | Drosophila S2 Gal4-RORgamma UAS-luciferase reporter, 20 h | P51450 | Potency, µM (titrated, usually from 53.6 µM), inactives show at the highest dose activity change, negative = inhibition, usual class: inhibitors | hit rate 5.4% among 310,000; further: potency means the concentration at half of the fitted maximal effect; on the % scale 0 is the no-effect control and ±100 the full control effect; nearly all actives have a fitted effect of over 60% in size
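Stably transfected Drosophila Schneider cells are the test system, with ROR gamma fused to Gal4 and luciferase under UAS control; luminescence is read after 20 hr of 700 uM copper sulfate induction at ambient temperature.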
Gal4-VP16 FLuc: counter-screen for ROR gamma inhibitors: Gal4-VP16 reporter; Drosophila S2 Gal4-VP16 UAS-luciferase, luminescence, 20 h; Potency, µM (titrated, usually from 53.6 µM), inactives show at the top dose activity, negative = inhibition, hits mostly inhibitors; hit rate 3.5% among 310,000;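 further: Gal4-VP16 expression switched on by copper sulfate through the metallothionein promoter; potency means the concentration at half of the fitted maximal effect; on the % scale 0 is the no-effect control and ±100 the full control effect; nearly all actives have a fitted effect of over 50% in size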
MBNL1 CUG block: MBNL1-poly(CUG) RNA binding inhibition | TR-FRET MBNL1-His/biotin-(CUG)12 binding, 665/545 ratio | AID 2675 | Potency, µM (titrated, usually from 57.5 µM), for inactives: top-dose activity change, negative = inhibition, hits mostly inhibitors | hit rate 0.036% among 280,000; active means well fitted inhibition curve with a large enough effect in the signal ratio, with a control signal flat, not every such curve was filed as active; inconclusive means small, poorly fitted or top-dose-only effect, or effect the other way, or a change in a side signal; inactive means no such curve, though single readings can be large or run the other way; the % refers to the signal ratio; further: potency means the concentration at half of the fitted maximal effect; on the % scale 0 is the no-effect control and ±100 the full control effect
Target sequence (Q9NR56 whole entry, looked up): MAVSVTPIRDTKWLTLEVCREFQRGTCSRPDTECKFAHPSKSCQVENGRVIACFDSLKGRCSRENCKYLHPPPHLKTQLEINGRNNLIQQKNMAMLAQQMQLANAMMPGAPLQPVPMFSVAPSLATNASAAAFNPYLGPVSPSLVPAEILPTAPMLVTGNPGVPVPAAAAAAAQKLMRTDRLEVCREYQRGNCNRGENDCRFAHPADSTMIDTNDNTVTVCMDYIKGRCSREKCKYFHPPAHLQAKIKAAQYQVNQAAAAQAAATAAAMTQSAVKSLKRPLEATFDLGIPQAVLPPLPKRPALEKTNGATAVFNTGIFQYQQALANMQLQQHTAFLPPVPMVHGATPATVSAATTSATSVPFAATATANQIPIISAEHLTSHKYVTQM
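TR-FRET between His-tagged MBNL1 and biotin-(CUG)12 RNA, detected with Tb anti-His antibody (0.055 ng/ul) and streptavidin-XL665 (5 nM), 60 min at room temperature. Compounds titrated 92 nM to 58 uM; 665/545 nm ratio normalized to buffer and complex controls.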
PKM2 act: PKM2 (human) enzyme activation. P14618. purified PKM2, Kinase-Glo ATP luminescence, activation; response scale: 0% is enzyme alone, no compound. Potency, µM (titrated, usually from 57.5 µM), for the others: top-dose activation, actives largely listed as activators. hit rate 0.34% among 260,000. AID 1631; further: potency means the concentration at half of the fitted maximal effect; on the % scale 0 is the no-effect control and ±100 the full control effect; nearly all actives have a fitted effect of over 55% in size
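hPK-M2, >95% pure; 0.1 mM ADP / 0.5 mM PEP final; imidazole pH7.2 buffer w/ 7 mM MgCl2, 50 mM KCl; 1 h RT; Kinase-Glo lum. Intermediate enzyme activity for dual inhibitor/activator qHTS.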
NPC1 prom act: activates the NPC1 promoter. hit rate 2.4% among 320,000. Huh7 NPC1 promoter luciferase reporter, 24 h. AID 485313. Potency, µM (doses to about 9.22 µM), without a hit: top-dose activation, actives largely listed as activators;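 further: potency means the concentration at half of the fitted maximal effect; % of control where 0% means no effect; nearly all actives have a fitted effect of over 60% in size; reporter is driven by a mutant NPC1 promoter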
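Readout is luciferase luminescence, reflecting NPC1 promoter activation in stably transfected Huh7 cells after 24 h compound exposure at 37 °C in reduced-serum medium with 10% FBS.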
Rab9 prom act: activators of Rab9 promoter; Huh7 Rab9 promoter-luciferase reporter, luminescence, 24 h; Potency, µM (highest dose often 9.22 µM), for the others: top-dose activation, negative = inhibition, usual class: activators; hit rate 2.8% among 320,000; AID 485297; further: potency means the concentration at half of the fitted maximal effect; % of control where 0% means no effect; nearly all actives have a fitted effect of over 60% in size
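Luminescence from Amplite-detected luciferase (10 minutes, ambient) reports Rab9 promoter activation. Before that, stable Rab9-luciferase Huh7 cells (1500/well, reduced-serum OP-MEM I plus 10% FBS) were exposed to compound for 24 hours at 37C.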
ELG1 repair inh: ELG1-dependent DNA repair inhibition. hit rate 2.3% among 330,000. HEK293T ELG1-luciferase reporter, luminescence, 16 h; DNA damage induced by 5-fluorouridine. AID 504467. Potency, µM (series often up to 46.1 µM), inactives show top-dose activity change, negative = inhibition, usual class: inhibitors; further: potency means the concentration at half of the fitted maximal effect; on the % scale 0 is the no-effect control and ±100 the full control effect; nearly all actives have a fitted effect of over 55% in size
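Step one: seed 2,000 cells per well. Step two: pin-transfer compound or DMSO alongside 5-fluorouridine. Step three: incubate 16 hr, 37 °C, 5% CO2. Step four: add ONE-Glo, wait 30 min, read luminescence.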
Menin MLL FP TR: inhibitors of human menin-MLL interaction, mutant MLL peptide; O00255; Menin + Texas Red MLL mutant peptide, fluorescence polarization; Potency, µM (titrated, usually from 61.6 µM), without a hit: top-dose FP activity change, negative = inhibition, usual class: inhibitors; hit rate 0.23% among 270,000; active means well fitted inhibition curve with a large enough effect in the polarisation, with a control signal flat, not every such curve was filed as active; inconclusive means small, poorly fitted or top-dose-only effect, or effect the other way, or a change in a side signal; inactive means no such curve, though single readings can be large or run the other way; the % refers to the polarisation; further: potency means the concentration at half of the fitted maximal effect; % of control where 0% means no effect; many of its hits are not listed in these tables
Target sequence (O00255 whole entry, looked up): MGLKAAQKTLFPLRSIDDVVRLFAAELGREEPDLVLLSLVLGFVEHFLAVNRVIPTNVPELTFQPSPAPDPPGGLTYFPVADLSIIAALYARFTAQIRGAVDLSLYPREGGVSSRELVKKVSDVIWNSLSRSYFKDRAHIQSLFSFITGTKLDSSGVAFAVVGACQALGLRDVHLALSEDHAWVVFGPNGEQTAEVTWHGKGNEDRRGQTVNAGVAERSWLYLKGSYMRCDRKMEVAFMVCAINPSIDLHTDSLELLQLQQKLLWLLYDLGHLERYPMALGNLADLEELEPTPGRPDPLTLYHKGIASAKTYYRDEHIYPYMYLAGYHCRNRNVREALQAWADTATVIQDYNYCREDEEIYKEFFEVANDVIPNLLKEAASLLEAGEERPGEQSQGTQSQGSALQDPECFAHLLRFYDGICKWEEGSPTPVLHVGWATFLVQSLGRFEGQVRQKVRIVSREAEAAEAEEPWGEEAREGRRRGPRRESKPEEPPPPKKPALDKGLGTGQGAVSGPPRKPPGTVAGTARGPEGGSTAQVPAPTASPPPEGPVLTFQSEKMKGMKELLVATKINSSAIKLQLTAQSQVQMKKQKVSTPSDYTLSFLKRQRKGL
* marks the source's active call; other numbers are inactive results; u = inconclusive; x = not tested or not shown; [ ] = dose if it differs, or a comment. Unless noted, the call rests on the fitted dose curve; in most records, active means well fitted curve in the direction sought with a large enough effect; inconclusive means small, poorly fitted or top-dose-only effect, or another doubt; inactive means no such curve, though single readings can be large; an effect the other way counts as inactive or inconclusive. Some of the compounds tested. The share of hits here may be higher or lower than overall.

SMILES	KCNH2 3.1 block	Mito fusion act	FLuc counter	RORg inh	Gal4-VP16 FLuc	MBNL1 CUG block	PKM2 act	NPC1 prom act	Rab9 prom act	ELG1 repair inh	Menin MLL FP TR
CCc1nnc(NC(=O)C2CC(=O)N(c3ccc(C)cc3)C2)s1 (centres undefined)	5	-2%	-2%	26%	-1%	3%	0%	1%	1%	-14%	-15%
CCN1CCN(c2ccc(S(=O)(=O)N3CCOCC3)cc2NC(=O)c2ccc(F)cc2Cl)CC1	23	5%	3%	x	x	x	x	-2%	-1%	-3%	x
CCCN(CCC)CC(O)COc1ccccc1C(=O)Nc1ccccc1 (centres undefined)	-21	-1%	-2%	-5%	-9%	-6%	0%	1%	7%	-11%	x
Cc1cc(C)cc(NC(=O)CSc2ccc(-c3ccccn3)nn2)c1	7	-10%	u	-24%	-3%	31%[activator]	2%	0%	-1%	-11%	x
Cc1ccccc1N1CCN(CC(=O)Nc2ccccc2C(=O)NC2CC2)CC1	-4	15%	x	x	x	x	x	-2%	-7%	21µM*	x
CCOC(=O)c1sc(=S)n(CC)c1NC(=O)C1CC1	7	-2%	-1%	16%	0%	6%	-2%	-4%	1%	-1%	28%
O=c1c2ccccc2c(C=Nc2ccc(S(=O)(=O)Nc3ncccn3)cc2)c(O)n1-c1cccc(Cl)c1	x	2%	2%	5%	-1%	-5%	-1%	-9%	-12%	4%	u
Cc1nn(CC(=O)Nc2ccc3c(c2)nc2n3CCOC2)c(=O)c2ccccc12	1	-3%	0%	5%	-4%	7%	2%	1%	-4%	-3%	2%
CN(Cc1ccccc1)c1nc2c(c(=O)[nH]c(=O)n2C)n1Cc1ccccc1F	-10	7%	2%	u	10%	13%	-14%[11.5 µM]	-3%	-3%	-14%	-16%
O=C(NCc1cccs1)C1CCN(c2nccs2)CC1	7	2%	4%	25%	3%	4%	-4%	-4%	0%	-1%	2%
COC(=O)[C@H](CCSC)NS(=O)(=O)c1ccccc1Br	-16	1%	0%	5%	-1%	6%	1%	-3%	3%	5%	x
O=C(CSCc1ccc(Cl)cc1)NCc1ccc2c(c1)OCO2	1	16%	4%	3%	3%	-7%	-5%	x	x	x	5%
Nn1cnnc1SCC(=O)Nc1ccc2c(c1)OCCO2	-19	-3%	u	7%[0.365 µM]	x	4%	0%	9%	0%	u	5%
Cc1ccc(S(=O)(=O)N(C)C)cc1NC(=O)CCc1c[nH]c2ccccc12	19	-4%	u	43%	-4%	7%	8%	2%	u	-18%	19%
CCOC(=O)c1c(NC(=O)c2ccc(Cl)s2)sc(C)c1C	-3	2%	-2%	2%	0%	-3%	-4%	-3%	2%	-3%	-7%
Cc1ccc(C)c(NC(=O)c2ccccc2O)c1	0	4%	17µM*	u	u	2%	2%	4%	u	u	16%
O=C(Nc1nnc2n1CCS2)c1ccc(Br)o1	-2	-10%	-2%	3.5µM*	7.1µM*	2%	1%	-5%	-5%	u	u
Cc1cccc(Oc2ccc(NC(=O)c3ccccc3C(=O)O)cc2)c1	-4	0%	21µM*	20%	7%	-8%	1%	2%	-5%	27%	x
CCCCn1c(N)c(N(CCOC)C(=O)c2cccc(S(=O)(=O)N3CCCCC3)c2)c(=O)[nH]c1=O	2	-1%	-2%	x	x	x	x	0%	-4%	23%	x
CCC(NC(=O)C1CCCC1)c1ccc(C)cc1 (centres undefined)	-8	2%	1%	-4%	-3%	-4%	-3%	-4%	2%	1%	1%
COc1cc(C=O)ccc1OCCOCCOc1ccc(Cl)cc1	2	4%	-15%	21%	-20%	-20%	2%	7%	-2%	2%	5%
COc1ccccc1NC(=O)C(C)OC(=O)c1nc2nc(C)cc(C)n2n1 (centres undefined)	-15	1%	-3%	x	x	x	x	2%	-1%	22%	x
N#Cc1c(SCC(=O)Nc2ccccc2)nsc1SCC(=O)Nc1ccccc1	x	2%	3%	u	u	1%	-6%	3%	1%	14%	u
O=C(Nc1nccs1)c1ccc(Br)s1	4	-13%	15µM*	11µM*	u	78%[activator]	3%[0.46 µM]	u	4µM*	u	u
COc1ccc(C2C(C(C)=O)=C(C)N=c3s/c(=C\c4cc(C)n(C)c4C)c(=O)n32)c(OC)c1 (centres undefined)	-11	-6%	-1%	0%	7%	u	1%	-4%	-3%	6%	u
Cc1cccc(OCCCC(=O)Nc2ccc(N3CCCCC3)cc2)c1C	1	-1%	-1%	18%	-1%	3%	1%	-1%	-7%	-8%	17%
COc1cccc2cc(C(=O)N3CC(C)OC(C)C3)c(=O)oc12 (centres undefined)	1	3%	0%	14%[1.91 µM]	9%	8%	2%	1%	-2%	3%	-2%
O=C(O)c1cc2c(ccc3ccccc32)[nH]1	10	4%	-18%	-12%	7%	-2%	2%	-1%	2%	11%	15%
COc1ccc(-c2cc(C3CCNCC3)[nH]n2)cc1	-24	-3%	-17%	-21%	-24%	-1%	x	1%	4%	7%	u
CSc1ncccc1C(=O)N(C)CC(=O)Nc1ccc(Cl)c(C(F)(F)F)c1	-5	0%	3%	0%	-8%	3%	7%	-6%	-3%	6%	x
CN1CCN(S(=O)(=O)c2cccc(C(=O)NCCOc3ccccc3F)c2)CC1	-4	1%	3%	-10%	4%	-1%	-15%	-5%	11%	1%	x
CC1CCN(S(=O)(=O)c2ccc(C(=O)N3CCOCC3)cc2)CC1	x	0%	0%	21%	-1%	-7%	-3%	1%	5%	3%	2%
COC(=O)c1ccc(CSCC(=O)Nc2cc(OC)cc(OC)c2)o1	-21	0%	-2%	6%	-6%	2%	1%	-1%	0%	-13%	-5%
COc1ccccc1CNC(=O)CCc1nc2ccccc2c(=O)[nH]1	-6	1%	3%	4%	13%	1%	-2%	-2%	-1%	-9%	1%
Cc1cc(C)nc(OC(C(=O)O)C(OCCC(C)C)(c2ccccc2)c2ccccc2)n1 (centres undefined)	12	-1%	5%	20%	0%	-6%	-7%	-1%	2%	2%	4%
C=CCC(=O)N1CCCC(CNC(=O)c2ccc(-c3ccccc3)cc2)C1 (centres undefined)	-2	0%	24µM*	-12%	4%	3%	-3%	-2%	-3%	1%	6%
Cc1ccc(S(=O)(=O)C2(C(=O)N3CCN(c4cc(C)ccc4C)CC3)CC2)cc1	8	0%	0%	3%	-2%	4%	-8%	-8%	-2%	26µM*	-21%
Fc1ccc(/C=N/NC(=S)Nc2cccnc2)cc1	1	4%	u	4.5µM*	0.35µM*	7%	x	16%	27%	5%	0%
O=C(NCCOc1ccccc1Cl)C(=O)Nc1ccccc1	-5	-1%	-13%	9%	5%	3%	3%	6%	13%	-1%	-14%
